TEAD-YAP inh: TEAD-YAP interaction inhibition, primary screen, TEAD-YAP interaction inhibitor project, luminescence, HEK-TIYL cells; TEAD-Gal4/YAP UAS-luciferase luminescence; actives 1.4% (n = 640,000); inhibition, % at 9.12 µM; in the data active = inhibition above about 32%;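 also: 0% = median of test compound wells and 100% = reference inhibitor wells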
FBW7 activator: FBW7 E3 ligase activators, primary screen, biochemical, AlphaScreen, human; AID 1259310, 2017; AlphaScreen FBW7–phospho-cyclin E peptide binding, activator screen; normalized activity (activation), % at 26.1 µM; actives 0.13% (n = 650,000); F-box/WD repeat-containing protein 7 (Homo sapiens), Q969H0; in the data active = normalized activity above about 1.9%;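 also: purified mutant Fbw7 with reduced substrate affinity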
MITF inh: MITF inhibitors, primary screen, biochemical, AlphaScreen, human | AID 1259374, 2018 | actives 0.91% (n = 650,000) | inhibition, % at 2.6 µM | AlphaScreen MITF homodimerization, bead proximity signal; in the data active = inhibition above about 50%;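 also: 0% = vehicle wells with protein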
Target sequence (O75030 whole entry, looked up): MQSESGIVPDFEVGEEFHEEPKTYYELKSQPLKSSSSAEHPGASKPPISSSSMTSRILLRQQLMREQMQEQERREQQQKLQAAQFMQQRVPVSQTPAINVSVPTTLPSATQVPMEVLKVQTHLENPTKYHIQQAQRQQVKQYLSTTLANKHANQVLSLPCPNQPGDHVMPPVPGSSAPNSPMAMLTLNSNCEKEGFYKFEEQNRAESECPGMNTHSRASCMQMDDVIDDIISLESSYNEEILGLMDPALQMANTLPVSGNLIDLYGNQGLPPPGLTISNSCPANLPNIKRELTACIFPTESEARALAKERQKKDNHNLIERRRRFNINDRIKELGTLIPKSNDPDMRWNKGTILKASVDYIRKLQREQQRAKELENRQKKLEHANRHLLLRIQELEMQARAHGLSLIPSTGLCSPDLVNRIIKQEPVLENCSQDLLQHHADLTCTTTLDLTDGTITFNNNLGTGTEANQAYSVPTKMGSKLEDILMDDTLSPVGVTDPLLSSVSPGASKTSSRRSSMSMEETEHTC
GPR151 ag: activators of human GPR151, primary screen, cell-based, PathHunter beta-arrestin, luminescence. activation, % at 11.2 µM. actives 1% (n = 650,000). AID 1508602, 2020. PathHunter beta-arrestin GPR151 cells; in the data active = activation above about 4.9%;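 also: 0% = median of compound wells and 100% = cells with positive control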
Target sequence (Q8TDV0 whole entry, looked up): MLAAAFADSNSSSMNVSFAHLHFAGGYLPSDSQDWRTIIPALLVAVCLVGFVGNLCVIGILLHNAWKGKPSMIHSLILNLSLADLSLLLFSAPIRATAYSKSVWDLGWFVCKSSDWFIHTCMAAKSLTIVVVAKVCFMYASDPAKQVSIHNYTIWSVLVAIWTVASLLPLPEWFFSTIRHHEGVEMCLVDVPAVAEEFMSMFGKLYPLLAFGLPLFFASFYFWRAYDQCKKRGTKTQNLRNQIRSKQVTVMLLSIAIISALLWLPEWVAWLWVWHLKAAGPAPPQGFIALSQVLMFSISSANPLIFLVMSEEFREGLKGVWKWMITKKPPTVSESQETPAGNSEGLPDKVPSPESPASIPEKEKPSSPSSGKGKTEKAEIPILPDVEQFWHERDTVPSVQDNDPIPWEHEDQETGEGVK
* hit, by the source's call.

Start of the data: the first 16 entries as a preview:
SMILES	TEAD-YAP inh	FBW7 activator	MITF inh	GPR151 ag
Clc1ccc(Cn2ncc3c(N4CCN(C/C=C/c5ccccc5)CC4)ncnc32)c(Cl)c1	1.3	-0.1	10.3	-0.4
CCC1CN(CCNC(=O)c2cc[n+]([O-])cc2)Cc2cc(OC)ccc2O1 (stereo not drawn)	-3.7	0.2	24.4	0.2
O=C(NCCCO)C(=O)Nc1ccc(Cl)c(Cl)c1	-67.4	0.1	3.1	1.3
CC(C)(C)NC(=O)c1ccccc1NC(=O)c1ccccc1F	10.6	0.1	-9.9	-0.2
CC(=O)c1cccc(NC(=O)c2ccc(N(C)S(C)(=O)=O)cc2)c1	1.9	0.0	-17.0	-1.9
Cc1cc(Nc2ccc3c(c2)OCO3)nc(-n2nc(C)cc2C)n1	61.3*	-0.2	-4.8	-1.4
O=c1c2ccccc2nc(-c2cccs2)n1-c1cccc2ccccc12	2.7	-0.2	-10.0	-1.9
COc1ccc(-n2nc(C(=O)NCCc3ccc(OC)c(OC)c3)c3ccccc3c2=O)c(OC)c1	-12.2	-0.1	-2.8	2.0
C=CCOC(=O)C1=C(C)OC(N)=C(C#N)C1c1cccc(OC)c1 (stereo not drawn)	-0.9	0.0	7.3	-0.1
CCOc1ccccc1NC(=O)CN1C(=O)COc2ccccc21	-7.3	-0.4	-3.3	1.9
COC(=O)CN1C(=O)CC(C)(C)S(=O)c2ccccc21 (stereo not drawn)	1.8	0.0	-11.8	-0.7
COc1ccc(C(=O)NC2(C(F)(F)F)C(=O)NC(C)=C2C#N)cc1 (stereo not drawn)	-16.1	-0.1	-0.8	-1.0
COC(=O)/C(=C/c1ccc([N+](=O)[O-])cc1)NC(=O)c1ccco1	10.6	-0.1	-5.7	-0.6
O=C(CCC(=O)NC1CCN(Cc2ccccc2)CC1)Nc1nc(-c2cc3cc(Cl)ccc3oc2=O)cs1	4.1	-0.1	9.2	2.2
CC(=O)N1CCOc2cc(S(=O)(=O)N(C)C3CCCC(C)C3C)ccc21 (stereo not drawn)	3.3	-0.1	0.8	2.2
CC(C)c1nc2ccccc2c2nn(CC(=O)NCCCN3CCCC3=O)c(=O)n12	-8.6	-0.2	-1.3	0.5

This part in full, previewed entries included:
SMILES	TEAD-YAP inh	FBW7 activator	MITF inh	GPR151 ag
Clc1ccc(Cn2ncc3c(N4CCN(C/C=C/c5ccccc5)CC4)ncnc32)c(Cl)c1	1.3	-0.1	10.3	-0.4
CCC1CN(CCNC(=O)c2cc[n+]([O-])cc2)Cc2cc(OC)ccc2O1 (stereo not drawn)	-3.7	0.2	24.4	0.2
O=C(NCCCO)C(=O)Nc1ccc(Cl)c(Cl)c1	-67.4	0.1	3.1	1.3
CC(C)(C)NC(=O)c1ccccc1NC(=O)c1ccccc1F	10.6	0.1	-9.9	-0.2
CC(=O)c1cccc(NC(=O)c2ccc(N(C)S(C)(=O)=O)cc2)c1	1.9	0.0	-17.0	-1.9
Cc1cc(Nc2ccc3c(c2)OCO3)nc(-n2nc(C)cc2C)n1	61.3*	-0.2	-4.8	-1.4
O=c1c2ccccc2nc(-c2cccs2)n1-c1cccc2ccccc12	2.7	-0.2	-10.0	-1.9
COc1ccc(-n2nc(C(=O)NCCc3ccc(OC)c(OC)c3)c3ccccc3c2=O)c(OC)c1	-12.2	-0.1	-2.8	2.0
C=CCOC(=O)C1=C(C)OC(N)=C(C#N)C1c1cccc(OC)c1 (stereo not drawn)	-0.9	0.0	7.3	-0.1
CCOc1ccccc1NC(=O)CN1C(=O)COc2ccccc21	-7.3	-0.4	-3.3	1.9
COC(=O)CN1C(=O)CC(C)(C)S(=O)c2ccccc21 (stereo not drawn)	1.8	0.0	-11.8	-0.7
COc1ccc(C(=O)NC2(C(F)(F)F)C(=O)NC(C)=C2C#N)cc1 (stereo not drawn)	-16.1	-0.1	-0.8	-1.0
COC(=O)/C(=C/c1ccc([N+](=O)[O-])cc1)NC(=O)c1ccco1	10.6	-0.1	-5.7	-0.6
O=C(CCC(=O)NC1CCN(Cc2ccccc2)CC1)Nc1nc(-c2cc3cc(Cl)ccc3oc2=O)cs1	4.1	-0.1	9.2	2.2
CC(=O)N1CCOc2cc(S(=O)(=O)N(C)C3CCCC(C)C3C)ccc21 (stereo not drawn)	3.3	-0.1	0.8	2.2
CC(C)c1nc2ccccc2c2nn(CC(=O)NCCCN3CCCC3=O)c(=O)n12	-8.6	-0.2	-1.3	0.5
CC(C)(C)c1ccc(C(=O)NNC(=O)c2ccc([N+](=O)[O-])cc2Cl)cc1	-9.2	-0.1	5.5	1.7
CCNC(=O)Cn1nc(C)c([N+](=O)[O-])c1C	-3.7	-0.2	-11.9	1.0
COc1ccccc1NC(=O)C1CC(=O)N(C)C(=Nc2ccc(C)c(C)c2)S1 (stereo not drawn)	4.0	-0.1	-2.4	-1.5
CCc1ccccc1NC(=O)N1CCOc2ccc(C)cc21	4.3	-0.1	8.1	-2.5
COc1cccc(-c2ccc(=O)n(CC(=O)Nc3ccc(C(=O)N4CCCC4)cc3)n2)c1	-9.8	0.1	0.4	0.6
Cc1ccccc1-n1c(SCc2cc(=O)n3ccccc3n2)nc2[nH]ncc2c1=O	4.1	0.6	3.6	0.0
COc1ccc2cc3c(N)nn(C(=O)c4cccc(Cl)c4)c3nc2c1	-2.1	-0.2	-1.7	-1.7
CCCCn1c(SCc2nc3ccccc3[nH]2)nc2ccsc2c1=O	-0.7	0.4	7.6	-1.9
O=[N+]([O-])c1ccccc1CN1CCc2ccccc2C1	11.4	-0.2	21.0	1.6
C#CC1(NC(=O)NC(C)(C)C)CCCCC1	10.2	-0.1	1.9	1.9
CCOC(=O)C(=O)NN(C(=O)Nc1ccccc1)c1ccccc1OC	4.2	-0.1	7.2	1.4
Cc1cccc(NC(=O)c2cc3c(=O)n(C)c4cc(Cl)ccc4c3s2)n1	-1.1	0.0	4.6	-0.2
CCCCC(c1nnnn1CCOC)N1CCN(c2cc(Cl)ccc2C)CC1 (stereo not drawn)	-22.4	-0.1	-1.1	0.3
COc1ccc(/C=C\c2nc(O)c([N+](=O)[O-])c(=O)[nH]2)cc1O	1.3	-0.1	-8.6	-0.8
CN1CCCc2cc(C(CNC(=O)c3cccc(Br)c3)N3CCOCC3)ccc21 (stereo not drawn)	0.2	-0.1	7.0	2.7
CCOC(=O)c1ccc(CNC2CCN(c3nc(C)c4ccc(OC)cc4n3)CC2)o1	1.6	0.0	-8.2	-1.7
O=C(c1ccc(Cl)cc1[N+](=O)[O-])N1CCN(c2ccc([N+](=O)[O-])cc2)CC1	21.9	-0.3	3.0	-0.1
O=C(COC(=O)c1ccco1)c1ccc(Br)cc1	0.3	-0.1	8.9	-0.6
CC(CC(=O)O)CC(=O)Nc1ccccc1 (stereo not drawn)	2.3	0.0	-9.7	-0.2
COc1cc([N+](=O)[O-])cc2cc(C(=O)N3CCN(c4ccccc4F)CC3)c(=O)oc12	3.1	0.0	7.3	1.3

Profiles from above. Order of values: TEAD-YAP inh | FBW7 activator | MITF inh | GPR151 ag
CCCCC(c1nnnn1CCOC)N1CCN(c2cc(Cl)ccc2C)CC1 (stereo not drawn) across the screens: -22.4 | -0.1 | -1.1 | 0.3
CCOC(=O)c1ccc(CNC2CCN(c3nc(C)c4ccc(OC)cc4n3)CC2)o1 across the screens: 1.6 | 0.0 | -8.2 | -1.7

Remaining list, next part.
SMILES	TEAD-YAP inh	FBW7 activator	MITF inh	GPR151 ag
CCOc1ccc(NC(=O)CC2Sc3ccccc3NC2=O)c([N+](=O)[O-])c1 (stereo not drawn)	52.4*	0.0	-11.4	-1.1
COc1ccc(/C=C2\C=C(c3ccccc3)N(c3ccc(C(=O)O)cc3)C2=O)cc1Br	-1.9	-0.1	-22.4	-0.4
COC(=O)c1ccc2c(=O)n3nc(Nc4ccccc4OC)sc3nc2c1	-9.1	-0.1	-1.3	-1.2
COc1ccc(-c2nc3c(C#N)c(CC#N)nn3cc2C)cc1F	7.3	0.0	6.2	-0.6
CCCc1ncc(C(O)c2cccc3ccccc23)n1C (stereo not drawn)	-8.2	0.1	7.2	0.1
CCC1CCCCN1Cc1nc2c(c(=O)n(C)c(=O)n2C)n1Cc1ccccc1F (stereo not drawn)	-3.9	-0.1	7.2	1.0
O=C(CSc1nnc(CNC(=O)c2ccccc2)o1)Nc1ccc2c(c1)OCO2	1.6	-0.2	-3.5	0.0
Cc1cc(C(F)(F)F)c2c(C)nn(-c3ccccn3)c2n1	0.7	0.0	6.3	0.4
COC(=O)c1cc(C(=O)OCC(=O)NCc2cccs2)cc([N+](=O)[O-])c1	-7.0	-0.1	-5.4	-1.3
Cc1cc(OCC(=O)O/N=C(\N)c2ccc([N+](=O)[O-])cc2)cc(C)c1Cl	-4.1	-0.1	7.0	1.0
CCOC(=O)C1=C(C)N(CCOC)C(=O)/C1=C\c1ccccc1O	7.1	0.1	10.6	2.8
COc1ccccc1OCC(=O)Nn1cnnc1	4.5	0.1	4.0	-0.6
CCOc1ccccc1C(=O)N/N=C/c1cc(Br)cc(OC)c1O	3.8	-0.1	13.2	-0.8
CCOc1cc(/C=N/NC(=O)Cc2cccc3ccccc23)ccc1O	12.2	0.1	-4.1	0.3
CCC(C(=O)N1CCC(C)CC1)c1ccccc1 (stereo not drawn)	-12.7	0.0	0.9	0.1
O=C(N1CC=C(c2ccccc2)CC1)C1(S(=O)(=O)c2ccc(Cl)cc2)CC1	9.2	-0.1	3.7	0.1
Cc1ccc(S(=O)(=O)NCC(=O)OCCOc2ccc(Br)cc2)cc1	-1.5	0.2	0.0	3.7
O=C(Nc1ccc(-c2cn[nH]c2)cc1)OCc1ccccc1	-13.9	-0.1	0.4	-0.6
O=C(Nc1ccccc1)c1ccc2cnccc2n1	-45.7	0.0	2.2	-4.6
COc1cccc(/C=N/N2C(=O)C3C4c5ccccc5C(c5ccccc54)C3C2=O)c1OC (stereo not drawn)	6.8	-0.3	-0.7	1.0
CC1(CCc2ccccc2)NC(=O)NC1=O (stereo not drawn)	3.7	0.1	18.7	8.6*
Cc1cc(C(=O)N2CCOCC2)nn1CC(=O)N1CCN(c2ccccc2Cl)CC1	8.0	0.1	-0.1	1.6
Cc1nc2c(ccc3nc(NC(=O)C4CC4)sc32)s1	-1.1	0.0	-8.0	0.0
O=C(CN(Cc1ccccc1F)S(=O)(=O)c1ccc(Cl)cc1)NCC1CCCO1 (stereo not drawn)	-0.1	-0.2	-8.8	-0.4
CN(C)CCNC(=O)C(=O)NCC1OCCN1S(=O)(=O)c1ccccc1 (stereo not drawn)	-0.1	-0.1	-13.1	-0.1
CCc1ccc(NC(=O)c2cc3nc(C)ccc3o2)cc1	-43.8	-0.1	-8.5	-0.5
CCCNC(=O)Cn1cnc2sc(C(=O)NCc3ccco3)c(C)c2c1=O	-3.9	0.0	6.9	-1.0
O=C(CN(Cc1ccccc1F)C(=O)c1csnn1)NCc1ccccc1	-3.1	0.0	-5.1	-0.4
CCOC(=O)C1=C(C)NC2=C(C(=O)c3ccccc32)C1c1ccccc1OCc1cccc(F)c1 (stereo not drawn)	10.5	-0.1	2.7	0.3
CN(NC(=O)Cc1ccccc1)c1ccc(Br)cc1	5.6	-0.1	-5.7	-0.3
Cc1ccccc1Nc1nc(N)nc(CN2CCN(c3ccccn3)CC2)n1	1.5	-0.1	13.9	-1.3
COc1ccc(/C=C2\SC(=O)NC2=Nc2ccc(C)cc2)cc1	-2.2	0.1	2.8	0.5
CC(=O)c1cccc(S(=O)(=O)NCc2ccco2)c1	-21.8	0.0	7.4	0.2
NNC(=O)C1CCCN(Cc2ccccc2F)C1 (stereo not drawn)	7.2	-0.1	35.7	1.4
O=c1c2oc3ccccc3c2ncn1Cc1ccccc1	3.5	0.1	4.2	-0.4
CC(C)c1ccccc1NC(=O)CS(=O)(=O)c1ccccc1	10.9	-0.2	-10.0	-1.0
CCOc1ccc2cc(C#N)c(SCC(=O)NCc3cccs3)nc2c1	-3.9	0.0	-14.4	0.1
COc1cccc(CNC(=O)Cc2ccc(NC(=O)C3=C(C)OCCS3)cc2)c1OC	-17.2	-0.1	3.6	0.7
Cc1[nH]c(=O)[nH]c1C(=O)CCCCC(=O)OCC(=O)Nc1ccc(S(N)(=O)=O)cc1	19.2	-1.2	95.1*	1.5
CC(=O)Nc1ccc(NC(=O)C(NC(=O)c2ccco2)C(C)C)cc1 (stereo not drawn)	-8.1	0.0	13.9	0.1
Cc1cccc(C(=O)Nc2nnc(C(F)(F)F)s2)c1[N+](=O)[O-]	-34.7	0.7	8.4	-1.5
CN1CCN(Cc2ccc(-c3ccco3)cc2)CC1CCO (stereo not drawn)	0.8	-0.1	-4.5	0.9
O=[N+]([O-])c1cnc(Nc2ccccc2O)c([N+](=O)[O-])c1	7.4	0.5	9.6	-0.6
CCOC(=O)c1cnc2c(C)cc(C)cc2c1Nc1ccc(N2CCCCC2)cc1	-7.5	-0.2	-1.4	0.7
CCC(C)NCc1c(C(=O)O)n(Cc2ccccc2)c2ccccc12 (stereo not drawn)	-2.3	0.0	-6.4	-0.7

Hits appear at their usual frequency; any-hit rate near 3.5%.
